TSG101-PTAP inh: blocks PTAP/TSG101 interaction to inhibit HIV-1 budding; Potency, µM (top dose mostly 115 µM), without a hit: at the highest dose activity change, negative = inhibition, usual class: inhibitors; 340,000 tested, under 10 active; Q99816; Fluorescence polarization, FITC-PTAP peptide / Tsg101 binding; active = well fitted inhibition curve with a large enough effect in the main read-out, with a control signal flat, not every such curve was filed as active; inconclusive = small, poorly fitted or top-dose-only effect, or effect the other way, or a change in a side signal; inactive = no such curve, though single readings can be large or run the other way; also: potency is read from the fitted curve at half-maximal effect; % of control where 0% means no effect
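Fluorescence anisotropy tracks displacement of a FITC-tagged PTAP peptide (50 nM) from the Tsg101 binding domain (10 uM), following a 20 min room-temperature incubation at pH 7.5.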
A-T KAP1 phos: potential ataxia-telangiectasia treatments restoring KAP-1 phosphorylation; […] A-T fibroblasts, KAP-1 phosphorylation AlphaLISA; neocarzinostatin DNA damage 30 min before lysis; Potency, µM (titrated, usually from 57.5 µM), for the others: at the highest dose activation, usual class: activators; hit rate 0.19% among 320,000; AID 485349; also: potency is read from the fitted curve at half-maximal effect; % of control where 0% means no effect; nearly all actives have a fitted effect of over 45% in size
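hTERT-immortalized A-T patient fibroblasts ([…]), 500 cells/well in OPTI-MEM, 1% FBS, got compounds for 60 min, then NCS for 30 min at 37C. Lysates were then assayed for phospho-KAP-1 by AlphaLISA (anti-pKAP1 donor, anti-KAP1 acceptor beads), 6 hr at 25C.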
Tb PFK block: T. brucei PFK enzyme inhibition; O15648; T. brucei PFK, ADP-Glo luminescence; Potency, µM (top dose mostly 57.5 µM), for inactives: top-dose activity, negative = inhibition, usual class: inhibitors; hit rate 0.17% among 330,000; AID 485367;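 also: potency is read from the fitted curve at half-maximal effect; 0% = uninhibited 1x PFK enzyme wells and -100% = no-enzyme wells; nearly all actives have a fitted effect of over 60% in size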
Target sequence (O15648 whole entry, looked up): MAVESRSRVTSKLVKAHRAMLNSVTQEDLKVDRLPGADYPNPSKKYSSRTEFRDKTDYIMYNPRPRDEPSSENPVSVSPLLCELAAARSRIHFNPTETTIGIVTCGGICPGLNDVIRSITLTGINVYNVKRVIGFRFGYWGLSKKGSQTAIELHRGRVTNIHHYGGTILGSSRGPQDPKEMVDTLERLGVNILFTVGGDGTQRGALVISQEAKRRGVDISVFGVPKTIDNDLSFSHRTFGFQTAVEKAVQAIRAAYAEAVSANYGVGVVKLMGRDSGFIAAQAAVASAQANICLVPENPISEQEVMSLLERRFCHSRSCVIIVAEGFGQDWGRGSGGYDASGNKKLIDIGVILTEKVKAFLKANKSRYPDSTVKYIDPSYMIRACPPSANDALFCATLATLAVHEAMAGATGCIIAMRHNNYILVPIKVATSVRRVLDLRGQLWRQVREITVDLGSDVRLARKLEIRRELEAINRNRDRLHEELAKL
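In TEA buffer at pH 8.0 with 5 mM MgCl2, enzyme (1.25 nM) converted F6P (0.5 mM) and ATP (0.1 mM) for 45 min at room temperature. ADP product was read by luciferase luminescence.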
Chronic BCR inh: blocks chronic active B-cell receptor signaling; ABC-DLBCL IkBa-CBG/CBR reporter, luminescence ratio, 4 h; Potency, µM (series often up to 46.1 µM), inactives show at the highest dose ratio change, negative = lower green/red ratio, most hits filed as inhibitors; hit rate 0.05% among 340,000; AID 493014; active = well fitted inhibition curve with a large enough effect in the signal ratio, with a control signal flat, not every such curve was filed as active; inconclusive = small, poorly fitted or top-dose-only effect, or effect the other way, or a change in a side signal; the % refers to the signal ratio;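 also: potency is read from the fitted curve at half-maximal effect; plate controls were basal doxycycline-induced cells for no effect and cells given 10 µM MG132 for full effect; MG132 reads +100%, hits lower the ratio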
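Doxycycline induced both beetle luciferases in TMD8 lymphoma cells; IKK-driven degradation limits the IkappaBalpha-fused green signal, while red luminescence normalises for cell number and nonspecific effects. Compounds tested up to 46 uM, 4 hrs.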
TSHR antag: blocks TSH signaling through the human TSH receptor. activity change, negative = inhibition, % at 11.5 µM. TSHR-expressing cells, TSH-stimulated cAMP HTRF, 2 h; active compounds read low. P16473. hit rate 0.2% among 330,000;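 active = activity change below a set negative limit, meaning inhibition stronger than a set level, cut at about -70% in these data; inconclusive = activity change between two set negative limits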; also: % is scaled to controls: 0 for no effect and ±100 for the full control effect
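Antagonism was scored as loss of TSH-driven cAMP in TSHR cells, stimulated with 4nM TSH (EC80) for 2 hours at 37 deg C and detected by homogeneous HTRF competition immunoassay.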
a7 integrin act: activators of alpha7 integrin expression for muscular dystrophy; AID 624291; alpha7betagal myoblasts, beta-gal FDG fluorescence, 48 h; Potency, µM (top dose mostly 38.3 µM), without a hit: at the highest dose activation, hits mostly activators; hit rate 0.064% among 350,000;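 also: potency is read from the fitted curve at half-maximal effect; 100% = response of the positive control SU9516; nearly all actives have a fitted effect of over 60% in size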
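alpha7betagal+/- myoblasts (passage 13, 250/well) treated 48 h at 37C with compounds at 1:260 dilution of DMSO stock. Lysed, then beta-galactosidase activity read as FDG fluorescence (ex 480/em 540) after 30 min, with pre-read for autofluorescence.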
ASM inhibitor: inhibitors of human secretory acid sphingomyelinase; Potency, µM (titrated, usually from 57.5 µM), for the others: top-dose activity change, negative = inhibition, usual class: inhibitors; placental ASM, HMU-PC fluorogenic substrate, 60 min; P17405; hit rate 0.006% among 340,000; also: potency is read from the fitted curve at half-maximal effect
Target sequence (P17405 47-631 limits assumed): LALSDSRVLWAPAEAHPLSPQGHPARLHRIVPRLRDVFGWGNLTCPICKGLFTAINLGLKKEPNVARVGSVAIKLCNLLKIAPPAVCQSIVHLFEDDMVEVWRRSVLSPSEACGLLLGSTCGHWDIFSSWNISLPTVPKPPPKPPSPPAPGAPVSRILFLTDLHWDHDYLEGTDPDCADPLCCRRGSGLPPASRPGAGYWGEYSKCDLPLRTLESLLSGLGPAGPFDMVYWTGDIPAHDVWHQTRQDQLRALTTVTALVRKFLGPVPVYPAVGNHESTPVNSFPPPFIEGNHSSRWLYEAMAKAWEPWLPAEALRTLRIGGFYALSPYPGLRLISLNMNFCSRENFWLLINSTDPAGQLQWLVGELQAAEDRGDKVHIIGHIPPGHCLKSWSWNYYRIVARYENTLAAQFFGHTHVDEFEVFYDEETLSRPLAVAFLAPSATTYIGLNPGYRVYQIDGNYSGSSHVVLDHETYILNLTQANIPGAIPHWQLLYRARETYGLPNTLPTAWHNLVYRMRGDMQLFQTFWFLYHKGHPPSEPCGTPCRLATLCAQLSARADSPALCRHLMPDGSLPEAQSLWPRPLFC
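Human placenta-derived ASM preincubated with compound 10 min at room temperature, then reacted with 9 uM (final) fluorogenic HMU-PC substrate for 60 min at 37 C. Stop solution raises pH to 10; fluorescence read at Ex 386/Em 447 nm.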
TCR act: activates T cell receptor signaling; primary human leukocytes, anti-CD3, IL-2 HTRF, 48 h; Potency, µM (doses to about 9.22 µM), without a hit: at the top dose activation of IL-2 secretion, usual class: activators; 330,000 tested, under 10 active; also: % of control where 0% means no effect
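IL-2 produced over 48 hr by a-CD3 bead-stimulated primary human leukocytes exposed to compounds was detected with a homogeneous time-resolved FRET immunoassay, 665nm acceptor signal after 320nm excitation.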
Mito fusion act: inhibitors of mitochondrial division or activators of mitochondrial fusion; S. cerevisiae fusion-defective mutant growth rescue, CellTiterGlo 48 h; Potency, µM (series often up to 46.1 µM), without a hit: top-dose growth rescue (activation), usual class: activators; hit rate 0.23% among 320,000;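 also: potency is read from the fitted curve at half-maximal effect; % of control where 0% means no effect; nearly all actives have a fitted effect of over 45% in size; temperature-sensitive fusion mutants such as fzo1-1 at 37 °C on non-fermentable ethanol glycerol medium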
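Growth-rescue viability read-out: after 48 h at the non-permissive 37C in glycerol/ethanol YPEG, yeast mitochondrial fusion mutants are measured by CellTiterGlo luminescence; compounds (23 nl pinned per well) restoring growth score as division inhibitors or fusion activators.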
Eya2 inh: Eya2 (human) phosphatase inhibition; recombinant Eya2, OMFP fluorescence dephosphorylation (OMFP is methylfluorescein phosphate); hit rate 0.006% among 330,000; AID 488837; Potency, µM (titrated, usually from 76.9 µM), without a hit: at the highest dose activity, negative = inhibition, actives largely listed as inhibitors; O00167; also: potency is read from the fitted curve at half-maximal effect; % is scaled to controls: 0 for no effect and ±100 for the full control effect
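Eya2 (0.2 uM) preincubated 10 min at ambient with compound, then OMFP substrate added at 50 uM; 10 min reaction in 50 mM HEPES pH 7.5, 50 mM NaCl, 5 uM MgCl2, 0.05% BSA, 1 mM DTT. Fluorescence read at Ex 485/Em 525 nm.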
ELG1 repair inh: ELG1-dependent DNA repair inhibition; HEK293T ELG1-luciferase reporter, luminescence, 16 h; DNA damage induced by 5-fluorouridine; Potency, µM (doses to about 46.1 µM), for inactives: at the highest dose activity change, negative = inhibition, hits mostly inhibitors; hit rate 2.3% among 330,000; AID 504467; also: potency is read from the fitted curve at half-maximal effect; % is scaled to controls: 0 for no effect and ±100 for the full control effect; nearly all actives have a fitted effect of over 55% in size
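Luminescence from the luciferase reporter, measured 30 min after ONE-Glo reagent at room temperature, was the read-out. Beforehand, 2,000 cells per well were exposed for 16 hr at 37 °C to 5-fluorouridine together with compound or vehicle.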
An asterisk follows results filed as active; ? = inconclusive; . = not tested or not shown; [ ] = another dose, or the depositor's remark. Unless noted, calls follow the shape of the dose curve; as a rule, active = well fitted curve in the direction sought with a large enough effect; inconclusive = small, poorly fitted or top-dose-only effect, or another doubt; inactive = no such curve, though single readings can be large; an effect the other way counts as inactive or inconclusive.

SMILES	TSG101-PTAP inh	A-T KAP1 phos	Tb PFK block	Chronic BCR inh	TSHR antag	a7 integrin act	ASM inhibitor	TCR act	Mito fusion act	Eya2 inh	ELG1 repair inh
C#CCOCCOCCOCCNc1nc(N2CCN(C(=O)CCCCCCCCCCNC(=O)[C@@H](CCC(=O)O)n3cc(CCCCCN)nn3)CC2)nc(N2CCN(C(=O)CCCCCCCCCCNC(=O)[C@H]([C@@H](C)CC)n3cc(CCCCCN)nn3)CC2)n1	-4%	-7%	?	?	25	-31%	-7%	2%	3%	?	-24%
CCCn1c(O)c(C=Nc2ccccc2)sc1=S	-1%	3%	3%	?	-5	6%	5%	7%	-2%	-7%	?
COCCNC(=O)[C@H]1N2C(=O)c3ccccc3C2SC1(C)C (some centres not stated)	-5%	2%	1%	0%	19	0%	0%	-9%	5%	14%	13%
Cc1cc2nc(CCN3CCOCC3)n(S(=O)(=O)c3ccc(C(C)(C)C)cc3)c2cc1C	1%	-1%	1%	0%	6	-22%	-1%	2%[46.1 µM]	5%	3%	21µM*
CCOC(=O)[C@@H]1[C@H]2COc3ccc(Br)cc3[C@@H]2N2C(=O)N(c3ccc(OC)cc3)C(=O)[C@]12C	-4%	4%	-3%	-11%	5	24%	-4%	6%	5%	10%	0%
O=C(Nc1cccc(S(=O)(=O)N2CCCC2)c1)c1ccccc1OC(F)F	-1%	-3%	-2%	-1%	-8	8%	1%	1%	-1%	0%	-11%
CN1CCN(P(=O)(c2ccccc2)c2nc3ccccc3s2)CC1 (configuration not stated)	-2%	3%	0%	-4%	0	14%	0%	1%	-4%	3%	9%
Cc1nc2cc(-c3cccc(F)c3)nn2c(C)c1CCC(=O)N1CCN(c2ccccn2)CC1	1%	-11%	5%	?	-4	31%	-3%	-5%	2%	0%	18%
CCOc1ccccc1N(CC)C(=O)c1ccc2c(=O)n3c(nc2c1)CCCCC3	-7%	15%	0%	14%	-5	20%	1%	8%	2%	-2%	-27%
C=CCOc1ccc(CNn2nnnc2N)cc1	1%	-4%	-12%	-7%	6	5%	2%	-3%	1%	7%	-10%
Cc1ccc(C(=O)NCC(=O)N2CCN(S(=O)(=O)c3cccs3)CC2)s1	0%	-2%	-4%	3%	10	-9%	-4%	-9%	-1%	-4%	-2%
O=C(CSc1nnnn1C1CC1)Nc1ccc(S(=O)(=O)N2CCOCC2)cc1	-10%	6%	-10%	0%	4	-10%	3%	-3%	0%	0%	12%
O=C(c1ccc2c(c1)OCCO2)N1CCN(c2ncc(C(F)(F)F)cc2Cl)CC1	-5%	5%	1%	-12%	11	0%	-2%	-9%	17%	-30%	-1%
OCCC1CN(Cc2ccc3c(c2)CCO3)CCN1Cc1ccc(F)cc1 (configuration not stated)	-3%	-1%	-2%	-2%	20	-11%	-2%	-2%	-1%	1%	7%
CCSc1nnc([C@H](Cc2ccccc2)NC(=O)OC(C)(C)C)o1	-6%	2%	-2%	14%	8	-2%	3%	-4%	0%	8%	7%

Continued, starting with the last 2 of the part before.
SMILES	TSG101-PTAP inh	A-T KAP1 phos	Tb PFK block	Chronic BCR inh	TSHR antag	a7 integrin act	ASM inhibitor	TCR act	Mito fusion act	Eya2 inh	ELG1 repair inh
OCCC1CN(Cc2ccc3c(c2)CCO3)CCN1Cc1ccc(F)cc1 (configuration not stated)	-3%	-1%	-2%	-2%	20	-11%	-2%	-2%	-1%	1%	7%
CCSc1nnc([C@H](Cc2ccccc2)NC(=O)OC(C)(C)C)o1	-6%	2%	-2%	14%	8	-2%	3%	-4%	0%	8%	7%
N#CC1(NC(=O)COC(=O)c2cc(O)c3ccccc3c2O)CCCCC1	-2%	-7%	24%	?	4	9%	-1%	-1%	0%	-21%	14%
Nc1ccc(Sc2nc3ccccc3[nH]2)cc1	-8%	18%	1%	-26%	-1	9%	-2%	1%	-3%	-6%	?
CCCCNC(=O)CNC(=O)c1nn(-c2ccc(OC)c(Cl)c2)c(=O)c2ccccc12	-2%	5%	-6%	?	6	8%	-4%	-2%	-2%	2%	7%
COc1ccc(CCNC(=O)C/C(C)=N/NC(=O)c2cnccn2)cc1	-14%	-4%	-8%	?	11	-16%	6%	-3%	-4%	-9%	?
O=C(NNC(=O)c1ccc[nH]1)c1cc(Cl)cc(Cl)c1	-4%	?	-13%	?	1	12%	2%	0%	-2%	-5%	0%
COc1ccc(-c2c[n+]3c(n2-c2c(C)n(C)n(-c4ccccc4)c2=O)CCCCC3)cc1	2%	3%	-1%	7%	-4	-15%	7%	-6%	-9%	5%	9%
O=C(CNS(=O)(=O)c1ccccc1)Nc1cccc([N+](=O)[O-])c1	-4%	2%	-2%	0%	-2	1%	-1%	-7%	0%	7%	-4%
CCC(C)(C)NC(=O)C(c1ccc(O)cc1)N(CCOC)C(=O)CCC(=O)Nc1nccs1 (configuration not stated)	0%	4%	1%	?	-4	13%	-2%	-4%	-5%	10%	7%
Cc1ccc(C(C)NC(=O)c2cc(C)oc2C)cc1 (configuration not stated)	-4%	15%	2%	0%	-1	1%	2%	-3%	0%	3%	-10%
COc1ccc(Sc2nc3ccccc3n3c(C(F)(F)F)nnc23)cc1	-11%	-6%	10%	?	11	16%	-2%	3%	1%	?	11%
COc1ccc(C(=O)CSc2nc3ncccc3[nH]2)cc1OC	-4%	0.79µM*	3%	2%	13	10%	8%	1%	3%	4%	-3%
CCOC(=O)c1cc(CC)sc1NC(=O)CC1Sc2ccc(C(F)(F)F)cc2NC1=O (configuration not stated)	1%	-17%	-1%	0%	8	15%	3%	0%[46.1 µM]	7%	-2%	19%
CCOc1nc(Nc2ccc(OC)c(Cl)c2)nc(N2CCN(c3ccc(OC)cc3)CC2)n1	-2%	-2%	4%	1%	-10	3%	-23%	2%	8%	11%	18µM*
COC(=O)c1cc2c(ccn2-c2ccc(F)cc2)n1CC(C)C	0%	14%	1%	?	-35	-11%	-7%	6%	-5%	7%	5%
Cc1nnc(SCC(=O)N(CCC#N)c2ccc3c(c2)OCCO3)s1	-1%	-2%	0%	0%	7	-15%	-1%	6%	-1%	2%	12%
O=C(Cc1ccccc1)N/N=C/c1ccc(S(=O)(=O)O)o1	-2%	-7%	-9%	-6%	3	12%	3%	10%	4%	-3%	14%
O=C(Nc1nccs1)c1cc2cc(Cl)ccc2oc1=O	-4%	?	-5%	?	1	-28%	1%	-1%	0%	6%	15%
CC1CN(S(=O)(=O)c2ccc(Cl)c(C(F)(F)F)c2)CC(C)O1 (configuration not stated)	-8%	6%	1%	4%	14	-8%[7.66 µM]	3%	.	0%	-10%	14%
O=C(COC(=O)CCC(=O)c1ccc(Cl)cc1)NCC1CCCO1 (configuration not stated)	-3%	-5%	0%	-2%	3	1%	4%	1%	-1%	10%	25%
O=C(NC(CO)C(O)c1ccc([N+](=O)[O-])cc1)C(Cl)Cl (configuration not stated)	2%	6%	0%	3%	-8	.	3%	-3%	-4%	15%	2%
Cc1ccc(C(=O)NCCc2nnc3ccc(SCC(=O)N4CCCCC4)nn23)cc1	0%	5%	-3%	0%	0	22%	-1%	34%	0%	3%	9%
Cc1ccc(S(=O)(=O)n2cnc3ccccc32)cc1	-9%	2%	-8%	-4%	-3	6%	1%	1%[46.1 µM]	-4%	3%	4%
Cc1cc(C)nc(SCc2nnc(SCC(N)=O)n2Cc2ccco2)n1	-2%	3%	0%	11%	10	8%	-2%	-19%	0%	-4%	12%
Cc1nc(NCc2ccccn2)c2ccccc2n1	0%	-4%	-2%	2%	4	-47%[inhibitor]	-2%	3%	0%	8%	?
COc1ccc(O)c(/C=N/NC(=O)CCC(=O)Nc2cccc(C)c2)c1	-9%	-9%	-1%	4%	-8	-37%[inhibitor]	46%[activator]	-12%	-29%	-2%	?

Screens deposited in PubChem BioAssay by National Center for Advancing Translational Sciences (NCATS).
